SW480 rerep: A quantitative high throughput screen for small molecules that induce DNA re-replication in SW480 colon adenocarcinoma cells | SW480 DNA re-replication, Hoechst DNA content imaging, 48 h | Potency, µM (titrated, usually from 46.1 µM), for inactives: at the top dose re-replication activation, most hits filed as activators | 340,000 compounds, 1.8% hits | AID 624297, 2012; further: potency means the concentration at half of the fitted maximal effect; % of control where 0% means no effect; nearly all actives have a fitted effect of over 55% in size
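DNA re-replication was detected as more nuclei of elevated Hoechst intensity after 48 hr exposure to compound (23 nL pinned per well of 250 cells).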
MCF10A rereplic: A quantitative high throughput screen for small molecules that induce DNA re-replication in MCF 10a normal breast cells; MCF 10A DNA re-replication, Hoechst nuclear intensity, 48 h; Potency, µM (series often up to 46.1 µM), without a hit: at the top dose activity, positive = re-replication, most hits filed as activators; 350,000 compounds, 2.9% hits; further: potency means the concentration at half of the fitted maximal effect; % of control where 0% means no effect; nearly all actives have a fitted effect of over 50% in size
ATXN2 expr inh: Primary qHTS for Inhibitors of ATXN expression | 360,000 compounds, 0.72% hits | HEK-293 ATXN2-luciferase reporter, luminescence, 24 h | Potency, µM (series often up to 57 µM), for inactives: at the highest dose activity change, negative = inhibition, actives largely listed as inhibitors; further: potency means the concentration at half of the fitted maximal effect; on the % scale 0 is the no-effect control and ±100 the full control effect; nearly all actives have a fitted effect of over 55% in size
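ATXN2-luciferase reporter cells (luciferase flanked by upstream and downstream ATXN2 gene portions) were treated 24 h at 37 °C with compounds at up to 57 uM. SteadyGlo luminescence gave expression; GF-AFC fluorescence gave viability.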
IL-1B inflam inh: qHTS for Inhibitors of Inflammasome Signaling: IL-1-beta AlphaLISA Primary Screen; activity change, % at 57.5 µM; 360,000 compounds, 4.7% hits; THP-1 LPS/ATP IL-1B secretion, AlphaLISA, 16 h; hits give low values; in the data active means activity change below about -50%; inconclusive means mostly about -30% to -49%; further: on the % scale 0 is the no-effect control and ±100 the full control effect
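Secreted IL-1B measured by AlphaLISA bead assay after 16 h compound exposure of THP-1 cells; compounds (final up to 57.5 uM) added 1 h before LPS (250 ng/mL) and ATP (1.25 mM) stimulation; lower signal means less secretion.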
KB-3-1 cytotox: qHTS assay for MDR1-selective chemotherapeutics: Primary screen using the parental adenocarcinoma cell KB-3-1 | KB-3-1 viability, CellTiter-Glo ATP luminescence, 72 h | Potency, µM (top dose mostly 46.1 µM), for the others: top-dose activity change, negative = cytotoxic, usual class: cytotoxic | 400,000 compounds, 1.4% hits | AID 1347075, 2019; further: potency means the concentration at half of the fitted maximal effect; on the % scale 0 is the no-effect control and ±100 the full control effect; nearly all actives have a fitted effect of over 60% in size
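Here the drug-naive KB-3-1 line serves as comparator for MDR sub-line selectivity; cells received compound titrations, 72 h at 37 °C, then CellTiter-Glo readout.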
KB-V1 MDR tox: qHTS assay for MDR1-selective chemotherapeutics: Primary screen using the drug-selected MDR subline cells KB-V1; KB-V1 MDR cells viability, CellTiter-Glo, 72 h; Potency, µM (highest dose often 46.1 µM), for inactives: at the highest dose activity change, negative = cytotoxicity, usual class: cytotoxic; 400,000 compounds, 3.4% hits; AID 1347076, 2019; further: potency means the concentration at half of the fitted maximal effect; on the % scale 0 is the no-effect control and ±100 the full control effect; nearly all actives have a fitted effect of over 60% in size
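Potencies derive from concentration-effect curves fitted to normalized luminescence (CellTiter-Glo) of KB-V1 cells treated for 72 h at 37 degrees C in phenol-red-free DMEM containing 10% FBS.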
ATXN viability: Viability Counterscreen for Primary qHTS for Inhibitors of ATXN expression | Potency, µM (top dose mostly 56.7 µM), actives largely listed as cytotoxic | 400,000 compounds, 0.49% hits | S2 cells (HEK-293 line with an ATXN2-luciferase reporter) viability, CellTiter-Fluor protease fluorescence, 24 h | AID 651635, 2014; further: potency means the concentration at half of the fitted maximal effect; nearly all actives have a fitted effect of over 40% in size
HT1080NT lethal: qHTS for induction of synthetic lethality in tumor cells producing 2HG: qHTS for the HT-1080-NT fibrosarcoma cell line. HT-1080-NT fibrosarcoma viability, CellTiter-Glo ATP luminescence, 48 h. Potency, µM (top dose mostly 46.1 µM), without a hit: top-dose activity, negative = less viability, usual class: cytotoxic. 360,000 compounds, 1.6% hits. AID 686970, 2013;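 further: NT is the 2HG producing partner of a matched IDH1 knockdown line; potency means the concentration at half of the fitted maximal effect; 0% = DMSO-treated cells and -100% = media-only wells without cells; nearly all actives have a fitted effect of over 55% in size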
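Compounds were tested in concentration-response format on HT-1080-NT cells for 48 hours at 37 degrees C. Cell viability came from CellTiter-Glo luminescence; curves were classified by r2, response magnitude and activity.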
HT1080 IDH1KD tx: qHTS for induction of synthetic lethality in tumor cells producing 2HG: qHTS for the HT-1080-IDH1KD cell line. HT-1080 IDH1 knockdown viability, ATP luminescence, 48 h. Potency, µM (top dose mostly 46.1 µM), inactives show at the top dose activity, negative = toxicity, usual class: cytotoxic. 360,000 compounds, 2% hits. AID 686971, 2013;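 further: potency means the concentration at half of the fitted maximal effect; 0% = DMSO wells and -100% = cell-free medium wells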
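CellTiter-Glo luminescence after 48 h compound exposure at 37 degrees C of IDH1-knockdown HT-1080 cells in 5% FBS RPMI. %Activity scaled between DMSO wells and cell-free media wells, with curves fitted and assigned curve classes.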
The depositor's hits bear a star; i = inactive; ? = inconclusive; / = no result given; [ ] = remark or other dose. Unless noted, the call rests on the fitted dose curve; in most records, active means well fitted curve in the direction sought with a large enough effect; inconclusive means small, poorly fitted or top-dose-only effect, or another doubt; inactive means no such curve, though single readings can be large; an effect the other way counts as inactive or inconclusive. This is a random part of the collection; about 11% have a hit in one of these screens.

SMILES	SW480 rerep	MCF10A rereplic	ATXN2 expr inh	IL-1B inflam inh	KB-3-1 cytotox	KB-V1 MDR tox	ATXN viability	HT1080NT lethal	HT1080 IDH1KD tx
COc1ccccc1NC(=O)NNC(=O)c1ccc(-c2ccccc2)cc1	19%	0%	-6%	?	29%	22%	i	6%	4%
O=C(CSc1nc2ccsc2c(=O)n1CC1CCC(C(=O)O)CC1)NCCc1ccc(Cl)cc1 (stereo not given)	7%	-2%	-19%	26	8%	?	i	-1%	3%
CC1CCCN(CC(O)CN)C1 (stereo not given)	-5%	0%	-1%	-2	1%	9%	?	7%	8%
CCN(CC)c1ncnc2c1cnn2-c1cc(Cl)ccc1C	/	/	-18%	/	-2%	1%	?	/	/
N#CC1=C(N)OC(c2ccccc2)=C(C#N)C1c1ccc2c(c1)OCO2 (stereo not given)	12%	?	-1%	-2	-3%	-6%	i	3%	6%
CC1=NN(c2ccccc2)C(=O)/C1=C\c1ccc(Br)s1	-5%	6%	/	23	-5%	-23%	?	7%	-1%
C#CCOCCOCCOCCNc1nc(N2CCN(C(=O)[C@H](CCCCN)n3cc([C@@H](N)[C@H](C)CC)nn3)CC2)nc(N2CCN(C(=O)[C@H](CCCCN)n3cc([C@@H](N)CC(N)=O)nn3)CC2)n1	1%	13%	2%	-2	-11%	1%	i	10%	9%
COc1ccc(C2C(C(=O)O)CC(=O)N2C2CCCCC2)cc1 (stereo not given)	-6%	-3%	1%	4	13%	15%	i	12%	8%
O=C(CCc1nnc2ccc(NCc3ccccc3Cl)nn12)NC1CCCCC1	-2%	15%	4%	25	-7%	10%	i	1%	-5%
CCc1ccc(S(=O)(=O)Nc2cc3c(cc2C)n(C)c(=O)c(=O)n3C)cc1	/	/	14%	/	1%	8%	i	/	/
CC(CN1CCOCC1)c1ccccc1 (stereo not given)	-17%	-2%	7%	14	-9%	2%	i	10%	7%
CC(=O)Oc1ccccc1Cn1c(C)c(C(=O)NCCC#N)sc1=O	/	/	4%	27	29%	5%	i	19%	7%
C=CCN1C(=O)CSC1=Nc1ccc(C(=O)O)cc1	-9%	-1%	/	13	1%	13%	i	13%	3%
CC(C)(C)Nc1ncnc2c1cnn2-c1ccccc1	-6%	12%	54%[activator]	-9	4%	0%	?	1%	-2%
COc1ccc(NC(=O)CSc2ncnc3c2sc2ccccc23)c(OC)c1	-3%	?	-6%	10	-19%	-25%	i	5%	2%
CCCC1NC(=O)c2cc3ccccc3cc2-n2c1nc1ccc(C)cc1c2=O (stereo not given)	/	/	8%	2	-17%	?	i	7%	2%
CCOC(=O)C1(Cc2ccccc2C)CCCN(S(=O)(=O)c2cccnc2)C1 (stereo not given)	0%	0%	-28%	27	-20%	?	i	-16%	-7%
COC(=O)C1(C)CN(S(=O)(=O)c2ccc(C)cc2)c2cc(OC)ccc2C1=O (stereo not given)	?	17%	-3%	-3	?	?	i	-7%	-22%
NC(=O)CSc1nnc(-c2ccoc2)o1	-7%	-4%	-37%	25	-3%	11%	i	6%	4%
O=C(NCc1ccccc1)C(c1cccnc1)N(C(=O)c1csnn1)c1ccc(F)cc1 (stereo not given)	-16%	-23%	-1%	1	22%	?	?	8%	9%
Cc1ccc(C)c(OCc2n[nH]c(=S)o2)c1	-1%	-3%	3%	-1	3%	5%	i	1%	-4%
COC(=O)c1cccc(Oc2cccc(C(F)(F)F)c2)n1	?	0%	/	42	6%	?	i	0%	7%
O=S(=O)(NCC1CCCO1)c1ccc(Cl)c(C(F)(F)F)c1 (stereo not given)	-8%	2%	3%	-8	8%	-2%	i	0%	-22%
COc1ccc(N(C)S(=O)(=O)c2cccc(C(=O)NCC3CCCCC3)c2)cc1	24%	17%	-8%	-50*	?	?	i	-12%	-5%
CC1(c2ccccc2)NC(=O)N(CC(=O)NNC(=O)c2ccccc2)C1=O (stereo not given)	1%	8%	2%	6	4%	?	i	4%	1%

Quoted from the entries so far (two entries):
SMILES	SW480 rerep	MCF10A rereplic	ATXN2 expr inh	IL-1B inflam inh	KB-3-1 cytotox	KB-V1 MDR tox	ATXN viability	HT1080NT lethal	HT1080 IDH1KD tx
COc1ccc(N(C)S(=O)(=O)c2cccc(C(=O)NCC3CCCCC3)c2)cc1	24%	17%	-8%	-50*	?	?	i	-12%	-5%
CC1(c2ccccc2)NC(=O)N(CC(=O)NNC(=O)c2ccccc2)C1=O (stereo not given)	1%	8%	2%	6	4%	?	i	4%	1%

Later entries:
SMILES	SW480 rerep	MCF10A rereplic	ATXN2 expr inh	IL-1B inflam inh	KB-3-1 cytotox	KB-V1 MDR tox	ATXN viability	HT1080NT lethal	HT1080 IDH1KD tx
COc1ccc(Cc2nnc(NC(=O)Nc3ccccc3F)s2)cc1OC	?	23%	/	67	5%	-17%	?	-29%	?
C=CCN1CCOc2ccc(C)cc2S1(=O)=O	3%	25%	9%	18	-1%	0%	i	13%	11%
CC(C)=CC(=O)N1CCCC(N2CCN(c3ccccc3C)CC2)C1 (stereo not given)	2%	3%	-9%	14	-18%	8%	i	17%	11%
OC(COCc1cccs1)CN1CCN(c2cccc(Cl)c2)CC1 (stereo not given)	-1%	?	-27%	?	-11%	?	i	-4%	-8%
Nc1nnc(SCC(=O)OCc2ccccc2)s1	0%	12%	-15%	16	-8%	0%	?	-2%	15%
COc1ccc(CCNC(=O)CCCn2c(=O)c3ccccc3n(CC(=O)Nc3ccccc3C)c2=O)cc1OC	/	/	2%	/	15%	?	i	/	/
O=C(Nc1ccc2c(c1)OCO2)N1CCN(c2ccc(F)cc2)CC1	-5%	-2%	26%	-13	1%	10%	i	3%	-6%
Nc1ccc(-c2nc3ccccc3o2)cc1	5%	10%	25%	8	3%	0%	i	-6%	0%
CCC1Oc2ccccc2N(CC(=O)NCCCN2CCCC2)C1=O (stereo not given)	-20%	-4%	6%	10	18%	39%	i	10%	9%
COc1ccccc1NC(=O)COC(=O)c1c(C)nn(-c2ccccc2)c1C	-14%	5%	2%	?	-26%	-5%	i	-2%	-16%
Cc1ccccc1NCc1cccn1-c1nnc(N2CCOCC2)s1	/	/	76%[activator]	/	?	-14%	i	/	/
C#CCn1c(O)c(N=NC(=O)C(O)c2ccccc2)c2ccccc21 (stereo not given)	-1%	3%	?	?	23%	5%	i	6%	-5%
CCc1c(C)sc2c1CCN(C(=O)Nc1cc(C)cc(C)c1)C2c1ccccc1 (stereo not given)	/	/	13%	/	-16%	-17%	i	/	/
Nc1ccc(C(=O)N/N=C\C=C\c2cccc([N+](=O)[O-])c2)cc1	4%	1%	-1%	-15	?	?	i	?	27%
COc1ccc(S(=O)(=O)N2CCN(C(=O)NC3CCCCC3)CC2)cc1	-3%	5%	-19%	-5	1%	2%	i	?	8%
CC(C)C[C@H]1CN=C(Nc2ccccc2)N1CC1CCC1	-8%	14%	-5%	-11	?	-4%	i	-1%	-2%
COc1ccc(CNC2=CC(=O)CC(C)(C)C2)cc1	-16%	10%	0%	2	8%	4%	i	8%	8%
CC(=O)NC1=NN(C(C)=O)C2(S1)C(=O)N(CC(C)C)c1ccc(C)cc12 (stereo not given)	-5%	1%	/	14	-19%	-2%	i	14%	0%
COc1ccc(C(C(=O)NCC2CCCO2)N(C(=O)Cn2nnc3ccccc32)c2ccc(NC(C)=O)cc2)cc1 (stereo not given)	-12%	-6%	2%	-10	19%	?	?	14%	6%
COc1cc(F)ccc1-c1cc(C(=O)Nc2ccc(NC(C)=O)cc2)[nH]n1	/	/	2%	-18	0%	3%	i	-1%	-1%
Cc1cc(C(=O)CSc2ncn[nH]2)c(C)n1-c1cccc(S(=O)(=O)N2CCOCC2)c1	-3%	14%	6%	-17	-11%	?	i	-7%	-6%
O=C(Nc1ncc(Cl)cn1)c1cccs1	-4%	2%	32%	8	-8%	2%	i	3%	-1%
O=C(O)c1ccccc1C(=O)NNC(=O)C(c1ccccc1)c1ccccc1	-6%	9%	-17%	-19	15%	16%	?	6%	15%
CCOc1ccc(NC(=S)Nc2ccc(Br)cc2Cl)cc1	?	-44%[inhibitor]	-23%	-27	16%	-4%	?	14%	6%
COc1ccccc1-n1c(C)cc(/C=C2\C(=N)N3N=C(CC(=O)N4CCOCC4)SC3=NC2=O)c1C	-17%	1%	/	9	6%	1%	i	-10%	-9%
Cc1sc2nc(CSc3n[nH]c(N)n3)[nH]c(=O)c2c1C	?	2%	-6%	-3	0%	26%	i	8%	2%
CC(=O)c1cccc(NC(=O)c2cc(=O)[nH]c3ccc(S(=O)(=O)N4CCOCC4)cc23)c1	-1%	-1%	3%	34	14%	-10%	i	5%	16%
COc1ccc(C(=O)OCc2cc(=O)oc3c(C)c(C)ccc23)cc1S(=O)(=O)N1CCOCC1	/	/	/	2	4%	-13%	i	6%	8%
O=C(Nc1ccc(-c2nc3ccccc3s2)cc1)c1cc(-n2cnnc2)ccc1Cl	1%	2%	?	-84*	?	0%	i	10µM*	11µM*

Fetched by compound from the entries so far, four records:
SMILES	SW480 rerep	MCF10A rereplic	ATXN2 expr inh	IL-1B inflam inh	KB-3-1 cytotox	KB-V1 MDR tox	ATXN viability	HT1080NT lethal	HT1080 IDH1KD tx
CC(C)C[C@H]1CN=C(Nc2ccccc2)N1CC1CCC1	-8%	14%	-5%	-11	?	-4%	i	-1%	-2%
O=C(Nc1ccc(-c2nc3ccccc3s2)cc1)c1cc(-n2cnnc2)ccc1Cl	1%	2%	?	-84*	?	0%	i	10µM*	11µM*
COc1ccccc1NC(=O)COC(=O)c1c(C)nn(-c2ccccc2)c1C	-14%	5%	2%	?	-26%	-5%	i	-2%	-16%
OC(COCc1cccs1)CN1CCN(c2cccc(Cl)c2)CC1 (stereo not given)	-1%	?	-27%	?	-11%	?	i	-4%	-8%

Source: PubChem BioAssay
